Screening data from PubChem.
NCI-60 one-dose screen, 48 h, at 10 µM unless noted. Numbers give growth in % (100 = growth as untreated, 0 = no growth, -100 = all killed).
HOP-92 = HOP-92 NSCLC cells | actives 6.3% (n = 71,000)
MDA-MB-435 = MDA-MB-435 melanoma; actives 7.8% (n = 82,000); AID 1794794
CCRF-CEM = CCRF-CEM leukemia. actives 7% (n = 77,000)
HOP-62 = HOP-62 NSCLC | actives 3.9% (n = 80,000) | AID 1794735
SR = SR leukemia cells; actives 8.7% (n = 73,000)
RPMI-8226 = RPMI-8226 leukemia cells | actives 7.5% (n = 77,000)
K-562 = K-562 leukemia | actives 7.4% (n = 78,000) | AID 1794777
MOLT-4 = MOLT-4 leukemia cells | actives 6.9% (n = 80,000)
The depositor's hits bear a star; . = not tested or not shown; & = joins results of further samples. The calls were made as follows: active = growth percent below 10; inactive = the rest.

#	Compound	HOP-92	MDA-MB-435	CCRF-CEM	HOP-62	SR	RPMI-8226	K-562	MOLT-4
1	C=C1CN(c2ccc(N(C)C)cc2)C1=O	95.7	105.6	98.5	97.3	98.0	103.0	84.6	92.5
2	O=C1CNC(c2ccc([N+](=O)[O-])cc2)N1O (stereo not given)	.	94.4	93.3	83.3	85.4	98.1	91.8	92.9
3	C#CCOc1cc(/C=N/Nc2nc(-c3ccc(C)cc3)cs2)ccc1O	96.9	92.6	80.5	92.4	65.7	58.8	54.6	82.0
4	CC(C)=CCCC(C)C1=C(O)C(=O)C(C)=CC1=O (stereo not given)	.	102.1	-29.2*	124.8	-12.4*	-34.2*	-45.3*	-30.1*
5	NS(=O)(=O)c1ccc(OCCOc2ccc(S(N)(=O)=O)cc2)cc1	81.0	113.6	107.3	89.6	96.9	98.3	106.4	110.6
6	Cc1c(C(=O)c2ccccc2)cc(C(=O)NCc2cccc(Cl)c2)n1Cc1ccc(Cl)cc1	42.6	100.4	59.9	59.3	41.7	54.9	50.4	60.9
7	CC(=O)/C(N=Nc1ccc(S(=O)(=O)c2ccc(N=N/C(C(C)=O)=C(/C)O)cc2)cc1)=C(\C)O	90.3	117.6	85.9	103.3	100.8	86.7	111.2	100.1
8	O=C(NC1CCCCC1)C(c1ccc(F)cc1)N(C(=O)C1CCc2cc(F)ccc2O1)c1ccc(F)cc1F (stereo not given)	98.1	100.0	107.9	93.2	96.7	100.6	101.0	94.9
9	O=C(Nc1cccnc1Nc1ccc(Cl)cc1)c1cn(Cc2cccc(Oc3ccccc3)c2)nn1	53.0	-30.2*	39.0	61.1	21.5	40.9	23.1	28.8
10	c1cnc2ccc3c(c2c1)COCO3	.	112.3	.	102.7	105.0	98.5	98.0	104.0
11	CCCCCCOCCOCCCN1C(=O)C2C3C=CC(C3)C2(Cl)C1=O (stereo not given)	78.6	102.1	107.2	97.4	86.6	96.4	96.5	94.2
12	Cc1ccc(S(=O)(=O)OCCCOS(=O)(=O)c2ccc(C)cc2)cc1	77.4	101.1	79.1	112.7	82.4	76.2	65.9	62.5
13	CC(=O)c1cccc(/C(N)=N/C(N)=N/c2nc3ccccc3s2)c1	108.0	102.5	96.1	83.6	85.0	96.7	94.1	82.7
14	O=C(/C=C/Nc1ccc(S(=O)(=O)O)cc1)c1ccc(F)cc1	96.2	100.3	98.5	116.5	90.8	95.9	106.5	102.4
15	CC(Br)C(=O)Nc1ccc(S(=O)(=O)NCCO)cc1 (stereo not given)	101.5	101.9	101.8	90.7	103.0	99.4	98.9	99.1

7 records drawn at random from those above, as already listed:
#	Compound	HOP-92	MDA-MB-435	CCRF-CEM	HOP-62	SR	RPMI-8226	K-562	MOLT-4
8	O=C(NC1CCCCC1)C(c1ccc(F)cc1)N(C(=O)C1CCc2cc(F)ccc2O1)c1ccc(F)cc1F (stereo not given)	98.1	100.0	107.9	93.2	96.7	100.6	101.0	94.9
4	CC(C)=CCCC(C)C1=C(O)C(=O)C(C)=CC1=O (stereo not given)	.	102.1	-29.2*	124.8	-12.4*	-34.2*	-45.3*	-30.1*
10	c1cnc2ccc3c(c2c1)COCO3	.	112.3	.	102.7	105.0	98.5	98.0	104.0
7	CC(=O)/C(N=Nc1ccc(S(=O)(=O)c2ccc(N=N/C(C(C)=O)=C(/C)O)cc2)cc1)=C(\C)O	90.3	117.6	85.9	103.3	100.8	86.7	111.2	100.1
2	O=C1CNC(c2ccc([N+](=O)[O-])cc2)N1O (stereo not given)	.	94.4	93.3	83.3	85.4	98.1	91.8	92.9
9	O=C(Nc1cccnc1Nc1ccc(Cl)cc1)c1cn(Cc2cccc(Oc3ccccc3)c2)nn1	53.0	-30.2*	39.0	61.1	21.5	40.9	23.1	28.8
15	CC(Br)C(=O)Nc1ccc(S(=O)(=O)NCCO)cc1 (stereo not given)	101.5	101.9	101.8	90.7	103.0	99.4	98.9	99.1

Remaining list, next part
#	Compound	HOP-92	MDA-MB-435	CCRF-CEM	HOP-62	SR	RPMI-8226	K-562	MOLT-4
16	COC1=CC(c2ccc[nH]2)=N/C1=C\c1[nH]c(C)c(C(=O)OCCn2cc(CCC[C@@H]3Cc4cc(O)ccc4C4CC[C@]5(C)[C@@H](O)CC[C@H]5C43)nn2)c1C (stereo not given in full)	67.8	80.0	36.8	88.6	23.8	.	51.9	62.1
17	Oc1cc(-c2nc3ccccc3o2)c(O)cc1-c1nc2ccccc2o1	93.7	102.9	92.2	96.7	.	109.8	83.5	104.0
18	O=C1CC(=O)N(C2=NC(c3cccc([N+](=O)[O-])c3)c3sc4ccc(Cl)cc4c3N2)N1 (stereo not given)	117.6	110.2	132.1	90.4	90.8	.	99.2	104.6
19	CC(C)(C)C1=CC(=O)C(C(C)(C)C)=CC1=O	100.0&83.8	109.6&97.8	97.9&96.1	97.8&90.2	97.0&78.9	101.7&86.9	107.5&104.9	105.3&83.4
20	O=C(NCc1ccco1)Nc1cccc([N+](=O)[O-])c1	89.9	100.9	91.0	95.7	115.9	76.6	109.0	103.3
21	O=C(Nc1nc2ccc(C(=O)N3CCN(c4ccc(Cl)c(Cl)c4)CC3)cc2s1)c1ccc(NCCc2ccccc2)c([N+](=O)[O-])c1	91.7	111.1	93.6	96.6	98.4	85.5	84.2	95.7
22	c1ccc2c(OCCCN3CCOCC3)c3oc4ccccc4c3nc2c1	81.5	67.3	64.0	69.0	22.5	78.2	42.9	17.5
23	COc1ccc(/C=C(/C(=O)c2ccc(Cl)cc2)C(=O)C(F)(F)F)cc1	100.5	.	89.7	91.9	76.2	90.2	92.1	85.8
24	Cc1n[nH]c(C)c1-c1c(C)n[nH]c1C	-3.5*	-35.9*	12.3	34.5	-6.7*	.	5.0*	0.7*
25	N/C(=N\C(N)=N\c1nc2ccccc2s1)c1cccc(Br)c1	96.7	93.8	55.8	-0.5*	33.2	83.3	73.6	77.6
26	OC(COc1ccc(Cl)cc1)CN1CCCC1 (stereo not given)	100.0	96.8	118.9	120.2	102.3	124.5	107.4	97.6
27	NC(=S)Nc1ccccn1	86.0	100.4	97.5	113.2	98.6	101.2	97.6	91.1
28	Nc1nonc1-n1nncc1-c1cccs1	.	105.4	101.6	103.3	.	109.6	.	109.2
29	COc1ccc(-n2cc3c(c2-c2ccccc2)CCc2cnoc2-3)cc1	71.7	92.7	83.7	.	92.5	77.9	80.8	87.9
30	C/C(=N\N=C\c1ccc(N(C)C)cc1)c1ccc2c(c1)Nc1ccccc1S2	59.5	51.1	59.5	62.2	50.0	48.5	28.2	34.3

Another view of two compounds above.
(26) OC(COc1ccc(Cl)cc1)CN1CCCC1 (stereo not given)
(11) CCCCCCOCCOCCCN1C(=O)C2C3C=CC(C3)C2(Cl)C1=O (stereo not given)
Compound	26	11
HOP-92	100.0	78.6
MDA-MB-435	96.8	102.1
CCRF-CEM	118.9	107.2
HOP-62	120.2	97.4
SR	102.3	86.6
RPMI-8226	124.5	96.4
K-562	107.4	96.5
MOLT-4	97.6	94.2

Following part:
#	Compound	HOP-92	MDA-MB-435	CCRF-CEM	HOP-62	SR	RPMI-8226	K-562	MOLT-4
31	C(=N/Nc1ccccc1)/c1ccco1	86.6	118.3	89.6	97.1	.	99.8	.	.
32	CC1=C(C(=O)OC(C)(C)C)C(c2cccc(C#N)c2)C(C(=O)OC(C)(C)C)=C(C)N1	69.4	100.5	83.5	92.5	57.3	60.3	65.5	60.6
33	O=C1Nc2cc(-c3ccc(NC(=O)c4cccc([N+](=O)[O-])c4)cc3)ccc2/C1=C/c1ccc[nH]1	109.3	104.8	91.2	94.9	.	82.9	93.7	73.8
34	O=C(Nc1ccc2c(c1)Cc1ccccc1-2)C(F)(F)F	107.4	97.5	69.4	102.8	93.2	92.8	97.5	82.1
35	Cc1cc(C)cc(OC(=O)c2ccccc2)c1	.	102.3	102.0	102.6	.	108.6	.	109.3
36	COc1ccc(C(=O)CSc2nnc(-c3cnccn3)n2-c2ccccc2)cc1	71.4	28.6	66.6	86.6	42.5	60.5	27.3	67.1
37	Cc1cn(C2CC(O)C(CO)O2)c(=O)n(Cc2ccccc2)c1=O (stereo not given)	.	111.6	96.1	101.5	114.7	112.7	91.5	95.6
38	Cc1ccc(C2OC(=O)C(=O)C2=O)cc1 (stereo not given)	112.6	102.7	101.6	108.6	.	107.3	110.6	125.6
39	Nc1nc(=S)cc(Nc2ccc(Cl)c(Cl)c2)[nH]1	72.1	92.7	104.4	84.6	79.1	94.5	91.7	86.9
40	COC(=O)c1c(C)cc(I)cc1C	106.8	102.8	96.8	93.5	95.8	105.1	89.1	89.0
41	COc1ccc(/C=C/C(=O)CCN2CCCCC2)cc1	97.7	100.3	57.1	106.8	69.5	64.1	84.6	88.6
42	O=c1c2c3c(sc2nc(SCc2ccccc2)n1-c1ccc([N+](=O)[O-])cc1)CCCCC3	82.9	99.1	90.3	100.7	92.6	94.1	98.6	88.2
43	O=C1Nc2ccc(F)cc2/C1=C\c1c(-c2ccccc2)nc2ncccn12	109.5	110.6	95.4	92.1	.	101.2	97.2	102.4
44	NC(=O)C(=CNC(=S)Nc1ccccc1)C(N)=O	90.6	109.5	108.0	100.4	96.7	103.6	106.0	102.9
45	O=C1NC(=Nc2ccc(S(=O)(=O)Nc3ccccn3)cc2)S/C1=C\c1coc2ccccc2c1=O	112.9	106.0	.	108.2	89.3	91.0	89.7	.
46	CC(C(=O)OC(C)(C)C)c1ccccc1 (stereo not given)	108.9	104.1	98.6	107.6	93.3	95.0	83.3	91.9
47	O=C(O)c1ccc(-n2cc(CNc3ccc(Cl)cc3)c(-c3cc(C(F)(F)F)cc(C(F)(F)F)c3)n2)cc1	.	96.2	85.4	98.2	113.5	61.5	82.8	79.0
48	CCCCC1COc2cccc3c2N1C=C/C3=C\C(=O)N(C)c1ccc(OC(F)(F)F)cc1 (stereo not given)	85.6	98.4	89.7	117.7	93.8	100.5	93.9	91.5
49	CCCC(C)(NC(=O)c1ccccc1)C(=O)O (stereo not given)	97.1	104.3	90.4	110.2	93.9	101.1	103.3	100.5
50	COc1ccc(-c2nc3sc(C)nn3c2-c2nc3c(C)c(C)ccc3[nH]2)cc1	91.3	103.2	90.1	100.1	71.5	101.8	85.9	82.4
51	Cc1cc(C)c2c(Nc3ncnc4c3sc3nc(C)cc(C)c34)onc2n1	90.9	92.4	97.6	82.5	82.8	92.4	89.7	90.0
52	O=C(CC(C(=O)O)c1ccccc1)c1ccccc1 (stereo not given)	106.7	100.8	100.0	110.5	93.7	.	94.7	101.9
53	O=c1c2cnn(-c3ccccc3)c2nc2n1N=C1c3ccccc3CN1N2	116.7	107.4	101.6	95.5	100.2	108.3	103.8	104.1
54	COc1ccc(C2CC(c3ccccc3)=NN2/C=C2\SC(=S)N(NC(=O)Cc3ccccc3Nc3c(Cl)cccc3Cl)C2=O)cc1 (stereo not given)	.	100.7	121.1	91.9	100.6	117.9	96.5	97.0
55	Cc1cnc(N=Nc2ccccc2)[nH]1	.	97.2	73.9	97.7	86.2	.	99.9	92.5
56	COc1ccc(Cn2cc3c(c2)-c2oncc2CC3)cc1OC	84.4	-46.2*	14.9	.	16.8	35.1	16.9	31.0
57	Fc1ccccc1-c1cn2ccnc2c(-c2ccc3ncn(C4CCCCC4)c3c2)n1	63.0	102.0	77.5	.	83.7	57.6	77.2	73.5
58	C[C@H](c1nc2ccc(N)cc2[nH]1)[C@H]1CC[C@H]2[C@@H]3CCC4=CC(=O)CC[C@]4(C)[C@H]3CC[C@]12C	43.9	95.7	63.7	96.2	44.4	64.5	.	.
59	N#CC1=C(c2c[nH]c3ccccc23)Nc2nc(N)nc(N)c2C1c1ccc(Cl)cc1 (stereo not given)	32.2	64.3	72.8	65.8	44.9	40.2	53.0	44.4
60	C=CCC(O)(CC=C)CCC	116.0	112.0	.	111.1	82.5	103.6	88.7	78.8
61	O=C(O)C1=CCCc2ccc(F)cc21	116.2	106.1	96.1	101.6	84.8	96.1	99.6	82.3
62	O=c1[nH]c2ccccc2c(=O)n1O	101.2	107.4	96.5	99.6	91.2	92.6	81.6	87.4
63	CCC1(c2ccccc2)C(=O)Nc2ccc(C)cc21 (stereo not given)	100.3	98.5	.	99.5	95.9	94.7	93.5	93.5
64	Cc1nn2c(n[n+]([O-])c3ccccc32)c1C	94.2	116.5	108.2	84.8	.	100.8	85.6	72.0
65	O=c1/c(=C\c2ccc(-c3ccccc3)o2)sc2nc(-c3ccccc3)nn12	90.0	100.6	101.0	92.8	101.7	102.0	102.4	108.5
66	CC(C)(C)n1cc(-c2ccnc(NCCCNS(=O)(=O)c3ccc(O)cc3)n2)c(-c2ccc(F)c(O)c2)n1	153.6	100.7	92.4	122.7	99.1	88.6	74.4	91.3
67	Cc1ccc(-c2cc(-c3cccnc3)[nH]c(=O)c2C#N)cc1	97.9	102.9	101.3	106.8	.	100.8	107.7	114.9
68	CCc1c(C)nc2[nH]ncn2c1=O	114.2	103.2	107.8	.	88.1	101.0	101.6	93.4
69	CN1CCN(c2ccc(Nc3nc(NCCCNC(=O)c4ccc(F)cc4)c4sccc4n3)cc2)CC1	56.8	51.1	18.8	92.5	.	-22.5*	.	.
70	CN1CCN(Cc2ccc(C(=O)Nc3cccc(-c4cn(-c5ccc(S(N)(=O)=O)cc5)nn4)c3)cc2C(F)(F)F)CC1	56.5	92.9	84.1	104.5	73.1	86.3	53.0	73.5
71	CCOC(=O)N/N=C/c1ccc(OC)c(OC)c1	.	105.6	91.4	111.6	105.2	102.5	99.9	106.8
72	NC(N)=N/N=C/c1ccccc1Br	94.7	105.5	99.1	89.7	99.6	96.5	90.9	95.5
73	O=C(/C=C/c1ccc(N2CCOCC2)cc1)CC(=O)/C=C/c1ccc(N2CCOCC2)cc1	91.8	107.8	94.7	92.3	87.2	102.3	90.6	98.8
74	O=C(/C=C\c1ccccc1)CCN1CCCCC1	.	101.0	47.8	100.5	57.9	.	75.7	63.4
75	O=C(c1cccc([N+](=O)[O-])c1)c1cccc([N+](=O)[O-])c1	.	105.3	100.0	101.7	77.6	95.4	97.3	87.0
76	COc1ccc2oc3cc(Cl)ccc3c(=O)c2c1	.	97.4	77.4	88.7	.	79.4	97.6	92.6

Look-ups from the entries so far.
#65 in MOLT-4 is entered as 108.5
#62 in HOP-62 is entered as 99.6
#75 in CCRF-CEM is entered as 100.0
#63 in MOLT-4 is entered as 93.5
#71 in HOP-62 is entered as 111.6
